High-throughput results from PubChem.
NadD block – inhibitors of S. aureus NadD, primary screen, biochemical, colorimetric, uHTS. Nicotinate-nucleotide adenylyltransferase NadD (Staphylococcus aureus N315). purified NadD enzyme, colorimetric absorbance read-out. inhibition, % at 20 µM. 360,000 compounds, 0.78% hits; in the data active means inhibition above about 26%; further: some compounds past the cut are filed as inactive
SUMO1-SIM PPI – modulators of SUMO1 protein-protein interactions, primary screen, biochemical, uHTS. SUMO1 binding to a labelled peptide, TR-FRET, 1 h. inhibition, % at 20 µM. 360,000 compounds, 0.33% hits. AID 602429, 2012; in the data active means inhibition above about 37%
Target sequence (P63165 whole entry, looked up): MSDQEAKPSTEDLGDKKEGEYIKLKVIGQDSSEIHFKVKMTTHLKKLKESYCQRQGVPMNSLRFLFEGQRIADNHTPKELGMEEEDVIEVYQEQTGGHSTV
Tb MetRS inh – T. brucei MetRS inhibitors, primary screen, biochemical, luminescence; methionyl-tRNA synthetase (Trypanosoma brucei brucei); purified T. brucei MetRS, ATP depletion, Kinase-Glo luminescence; inhibition, % at 11.9 µM; 360,000 compounds, 0.4% hits; AID 624268, 2012;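 active means inhibition above a per-plate cutoff of the control wells' mean inhibition plus 3 SD, cut at about 5.5% in these data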;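 further: 0% = DMSO wells median and 100% = median of wells with control inhibitor compound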
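technique = Kinase-Glo luminescence, ATP depletion format | system = purified MetRS (methionyl-tRNA synthetase) enzyme from Trypanosoma brucei | timing = 15 min preincubation, 2 h reaction, all 25 °C | evaluation = percent inhibition versus plate control medians | dosing = single dose, 11.9 µM final nominal, 0.9% final DMSO | also added = substrates ATP, L-methionine and bulk Escherichia coli tRNA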
Scp1 inh – Scp-1 phosphatase inhibitors, primary screen, biochemical, colorimetric, uHTS; Carboxy-terminal domain RNA polymerase II polypeptide A small phosphatase 1 (Homo …; Recombinant Scp1, phosphopeptide, malachite green phosphate absorbance; inhibition, % at 20 µM; 340,000 compounds, 0.88% hits;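 active means inhibition above about 50% at 20 µM, limit read from the data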;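 further: plate controls were DMSO wells with enzyme for no effect and wells lacking enzyme for full effect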
Target sequence (Q9GZU7 76-261 limits assumed): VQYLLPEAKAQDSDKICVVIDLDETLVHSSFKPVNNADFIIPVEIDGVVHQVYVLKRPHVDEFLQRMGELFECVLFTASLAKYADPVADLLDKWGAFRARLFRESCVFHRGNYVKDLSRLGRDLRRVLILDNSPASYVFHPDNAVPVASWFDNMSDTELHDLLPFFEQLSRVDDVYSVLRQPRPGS
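Test system – truncated SCP-1 phosphatase (76-261aa) · Reagent – Phosphorylated 17-residue peptide substrate · Incubation – 45 min room-temperature reaction, 5 min colour, 30 min stabiliser · Detection – colorimetric phosphate reagent with accelerator and stabiliser, absorbance at 630 nm · Measure – % inhibition at 20 µM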
PABP1 MLLE inh – inhibitors of PABP1 MLLE–PAM2 peptide binding, primary screen, biochemical, fluorescence polarization, FITC-PAM2, GST-MLLE; Polyadenylate-binding protein 1 (Homo sapiens), P11940; inhibition, % at 20 µM; 360,000 compounds, 0.36% hits; AID 588489, 2011; in the data active means inhibition above about 35%, passing the limit was not always enough;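 further: plate controls were DMSO wells with GST-MLLE for no effect and wells lacking GST-MLLE protein for full effect; some results filed as inactive read as strong as hits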
CSN deneddyl inh – inhibitors of CSN-mediated cullin deneddylation, primary screen, biochemical, fluorescence polarization, uHTS. Purified CSN, SCF-Nedd8-OG deneddylation. 360,000 compounds, 0.38% hits. inhibition, % at 12.5 µM. AID 651999, 2013;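 active means pattern-corrected inhibition above about 35%, with an unprinted fluorescence ratio check between 0.5 and 1.5, limit read from the data, passing the limit was not always enough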;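 further: 0% = enzyme with substrate and 100% = substrate without enzyme; some results filed as inactive read as strong as hits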
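Assay system: Purified human Csn5 enzyme expressed in HEK293T cells | Amount: Enzyme 0.24 nM | Measured by: Fluorescence polarization readout | Medium: Tris/NaCl/DTT buffer, pH 7.5 | Compound dosing: One concentration, 12.5 µM, 0.25% DMSO | Times: 90 min incubation of compound, enzyme and substrate at room temperature | Control set: no-enzyme wells high, enzyme-with-substrate wells low | Read-out: % inhibition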
Rpn11 block – Rpn11 (PSMD14) deubiquitinase inhibitors, primary screen, biochemical, fluorescence polarization, uHTS; 26S proteasome non-ATPase regulatory subunit 14 (Homo sapiens), O00487; human 26S proteasome, Ub4-pepOG fluorescence polarization; 20S core pre-blocked with epoxomicin; calls only at 20 µM; 360,000 compounds, 0.59% hits; AID 588493, 2011;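 active means inhibition at 20 µM, scaled to each plate's controls, above about 33%, limit read from the data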
Target sequence (O00487 whole entry, looked up): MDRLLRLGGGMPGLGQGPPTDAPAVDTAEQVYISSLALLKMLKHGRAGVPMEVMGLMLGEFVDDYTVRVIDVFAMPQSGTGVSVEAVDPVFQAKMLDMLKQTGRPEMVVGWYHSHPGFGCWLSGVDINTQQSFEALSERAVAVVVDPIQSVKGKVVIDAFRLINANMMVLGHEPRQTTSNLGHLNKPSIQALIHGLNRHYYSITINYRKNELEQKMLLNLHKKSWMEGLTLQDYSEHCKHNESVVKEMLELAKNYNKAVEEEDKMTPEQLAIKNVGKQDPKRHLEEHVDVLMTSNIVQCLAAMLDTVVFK
LMPTP block – LMPTP phosphatase inhibitors, primary screen, biochemical, fluorescence intensity, uHTS. Low molecular weight phosphotyrosine protein phosphatase (Homo sapiens), P24666. recombinant LMPTP-A, OMFP fluorogenic substrate. inhibition, % at 20 µM. 360,000 compounds, 0.22% hits;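 active means compounds that cut the enzyme signal by at least half of the control window in the single-dose screen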;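 further: plate controls were DMSO wells with enzyme plus substrate for no effect and substrate without enzyme for full effect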
Target sequence (P24666 whole entry, looked up): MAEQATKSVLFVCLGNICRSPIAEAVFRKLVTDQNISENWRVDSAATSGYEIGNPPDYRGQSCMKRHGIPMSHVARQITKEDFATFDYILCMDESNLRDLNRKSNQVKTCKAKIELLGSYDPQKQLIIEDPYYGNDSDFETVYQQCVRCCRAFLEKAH
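test system = LMPTP-A | amount = 0.625 nM LMPTP-A final | reagent = fluorogenic phosphatase substrate OMFP at 400 µM final | incubation = 50 min at room temperature | benchmarks = no-enzyme low control, uninhibited high control | medium = Bis-Tris pH 6.0, DTT, detergent | signal = fluorescence intensity of OMFP turnover product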
DNMT1 block – human DNMT1 methyltransferase inhibitors, primary screen, biochemical, molecular beacon, fluorescence, HinP1I cleavage, uHTS; DNA (cytosine-5)-methyltransferase 1 (Homo sapiens), P26358; inhibition (reported as % activation of signal), % at 10 µM; 360,000 compounds, 0.83% hits; AID 588458, 2011; in the data active means inhibition above about 50%
STEP block – STEP phosphatase inhibitors, primary screen, biochemical, fluorescence intensity, uHTS | Tyrosine-protein phosphatase non-receptor type 5 (Homo sapiens), P54829 | recombinant STEP, OMFP fluorogenic substrate | inhibition, % at 20 µM | 360,000 compounds, 0.25% hits | AID 588621, 2011;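 active means inhibition at 20 µM, scaled per plate between control wells, above about 37%, limit read from the data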;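 further: 0% = DMSO with enzyme and substrate and 100% = substrate only without enzyme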
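Material: STEP (striatal-enriched tyrosine phosphatase) enzyme, cell-free; Compound dosing: 20 µM single dose in 1% DMSO; Technique: fluorescence read at 480 nm ex / 540 nm em; Times: reaction 20 min, ambient temperature; Medium: 50 mM Bis-Tris pH 6.0 with 2.5 mM DTT and 0.005% Tween 20; Also added: OMFP at 25 µM.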
* marks the source's active call; other numbers are inactive results; i = inactive; . = not tested or not shown. This is a random part of the collection. About 3.6% of those tested had a hit in this group.

#1 Cn1c(SCC(=O)NC2CC2)nnc1C(F)(F)F
#2 COc1ccc(C23CC4CC(CC(C(=O)O)(C4)C2)C3)c(F)c1
#3 N#Cc1cccc(C#N)c1Oc1ccc(N)cc1
#4 Cc1nc2sccn2c1-c1nc(-c2cc3ccccc3o2)cs1
#5 O=C(Nc1ccccc1F)C1(c2ccccc2)CC1(Cl)Cl (stereo not drawn)
#6 Fc1ccc(/C=C2\CCCC3=C2Nc2ncnn2C3c2ccc(F)cc2)cc1 (stereo not drawn)
#7 COc1ccc(C(=O)C2CCCN(S(=O)(=O)c3cccc(C)c3)C2)c(C)c1 (stereo not drawn)
#8 Cc1cccc(NC(=O)CN2C(=O)S/C(=C\c3cccn3-c3cccc(C(=O)O)c3)C2=O)c1
#9 COc1ccc2c(c1)c1ncn(CC3CCCO3)c(=O)c1n2C (stereo not drawn)
#10 COc1ccc(-c2nnc(NC(=O)c3ccccc3C)o2)cc1

Screen / compound no.	1	2	3	4	5	6	7	8	9	10
Rpn11 block	i	i	i	i	i	i	i	i	i	i
CSN deneddyl inh	1	0	0	1	0	10	2	8	-6	4
SUMO1-SIM PPI	-4	-2	2	7	4	-6	1	-6	4	4
NadD block	8	-4	-7	3	-6	9	-3	20	-2	6
Tb MetRS inh	0.3	-0.7	-0.6	-0.5	-0.1	-1.2	-0.2	-0.3	-0.6	-0.2
Scp1 inh	-2	-13	-2	22	-9	7	-13	70*	4	-7
PABP1 MLLE inh	6	3	-1	11	10	-18	-23	-1	12	-1
LMPTP block	-1.3	-1.7	-1.5	2.9	-0.7	-0.6	4.1	3.6	1.1	0.1
STEP block	-2	2	-2	0	-6	0	0	11	-2	2
DNMT1 block	-1	0	-3	-3	4	-4	0	26	-3	24

#11 CSc1ccccc1C(=O)N1CCCCC1
#12 C[C@H]1CN([C@@H](C)CO)S(=O)(=O)c2ccc(Br)cc2O[C@H]1CN(C)C(=O)Cc1ccncc1
#13 Cc1cc(C)c(C(=O)COC(=O)CN2C(=O)NC3(CCCC3)C2=O)cc1C
#14 Cc1cccc2cc(C#N)c(N3CCN(C)CC3)nc12
#15 C/C(=N\NC(=O)c1nnn(-c2nonc2N)c1-c1cccs1)c1cccnc1
#16 O=C(c1ccc(CS(=O)c2ccccc2Cl)o1)N1CCOCC1 (stereo not drawn)
#17 CC(C)[C@H](NC(=O)c1ccco1)C(=O)N(C)Cc1ccc(C(F)(F)F)cc1
#18 O=C(NNc1nc2c(F)cccc2s1)c1ccccc1
#19 Cc1cc(C)n(-c2nc(N(C)C)nc(N3CCOCC3)n2)n1
#20 COc1ccc(S(=O)(=O)Nc2ccc(F)cc2)cc1N(C)S(=O)(=O)c1ccc(Cl)cc1

Screen / compound no.	11	12	13	14	15	16	17	18	19	20
Rpn11 block	i	i	i	i	i	i	i	i	i	i
CSN deneddyl inh	2	-1	9	-3	4	1	-1	-6	4	1
SUMO1-SIM PPI	3	0	-2	-7	-7	0	2	0	0	-4
NadD block	2	-7	-3	-2	2	-4	5	1	1	-2
Tb MetRS inh	-0.1	-0.4	-0.2	-0.6	-0.3	-0.4	-0.4	-1.1	0.3	0.3
Scp1 inh	-3	.	-12	4	-5	-6	-8	-3	-2	-12
PABP1 MLLE inh	10	-2	-16	-5	13	2	-5	-103	-2	-5
LMPTP block	-1.6	-0.2	-1.3	0.8	-0.3	-0.5	1.2	3.1	-1.7	3.0
STEP block	-1	-3	-1	-2	-1	2	-2	0	-3	1
DNMT1 block	2	4	-1	0	1	1	2	-3	6	-23

#21 Cc1nn(C(C)C(=O)NCCN2CCCC2)c(=O)c2c1sc1ccccc12 (stereo not drawn)
#22 O=C(c1ccc(Br)o1)N(c1ccc(Br)cc1)C1C=CS(=O)(=O)C1 (stereo not drawn)
#23 S=C(NCc1ccccc1)Nc1ccc2cn[nH]c2c1
#24 Cc1cccc(NC(=S)N2CCN(c3ccccc3)CC2)c1
#25 CC(=O)N1CCN(C(=O)Nc2cccc(C(F)(F)F)c2)CC1
#26 CCO[C@H]1OC(C(=O)O)=C[C@@H](C(C)(C)C)[C@@H]1CCCO
#27 CNC(=O)c1c(NC(=O)c2ccco2)sc2c1CCC2
#28 Cn1c(N2CCN(c3ccccn3)CC2)nc2c1c(=O)n(Cc1ccc(Cl)cc1)c(=O)n2C
#29 C/C(=N\Nc1ccc(Cl)cc1)c1ccccn1
#30 CN(C)S(=O)(=O)c1cccc(NC(=O)c2ccc(Sc3nncn3C)c([N+](=O)[O-])c2)c1

Screen / compound no.	21	22	23	24	25	26	27	28	29	30
Rpn11 block	i	i	i	i	i	i	i	i	i	i
CSN deneddyl inh	0	-1	-8	-11	-2	1	2	-5	6	-1
SUMO1-SIM PPI	-3	0	0	0	-1	10	-4	11	-4	-28
NadD block	4	-3	0	0	-1	1	-1	-4	-1	3
Tb MetRS inh	-0.1	-1.7	-0.1	0.1	-1.7	-0.1	-0.3	-1.5	0.4	0.2
Scp1 inh	-6	-14	-13	3	0	-2	-8	-4	3	-13
PABP1 MLLE inh	-13	-13	-36	-117	0	9	17	-1	-1	-89
LMPTP block	1.5	-0.7	0.2	-1.7	-0.5	0.1	1.6	5.1	1.2	1.9
STEP block	-2	1	0	0	-1	3	3	6	0	3
DNMT1 block	-11	10	3	1	1	0	4	-7	-3	-15

Part of the list above, with tabs.
cpd	structure	Rpn11 block	CSN deneddyl inh	SUMO1-SIM PPI	NadD block	Tb MetRS inh	Scp1 inh	PABP1 MLLE inh	LMPTP block	STEP block	DNMT1 block
22	O=C(c1ccc(Br)o1)N(c1ccc(Br)cc1)C1C=CS(=O)(=O)C1 (stereo not drawn)	i	-1	0	-3	-1.7	-14	-13	-0.7	1	10
23	S=C(NCc1ccccc1)Nc1ccc2cn[nH]c2c1	i	-8	0	0	-0.1	-13	-36	0.2	0	3
24	Cc1cccc(NC(=S)N2CCN(c3ccccc3)CC2)c1	i	-11	0	0	0.1	3	-117	-1.7	0	1
25	CC(=O)N1CCN(C(=O)Nc2cccc(C(F)(F)F)c2)CC1	i	-2	-1	-1	-1.7	0	0	-0.5	-1	1

Further records
#31 COCCNC(=O)C1(C)C=CC2(CCCCC2)N1C(=O)c1ccccc1 (stereo not drawn)
#32 Cc1cc(OCC(=O)C(C)(C)C)c2c(C)c(C)c(=O)oc2c1
#33 Cn1c(=O)c2c(nc(SCC(=O)NC3CCCC3)n2C)n(C)c1=O
#34 COc1ccc([C@H]2CC(=O)C=C(c3cccc4c3sc3ccccc34)C2)cc1OC
#35 Cc1cccc(C2c3[nH]c4ccccc4c3CCN2C(=O)c2cc(CC(C)C)[nH]c(=O)n2)n1 (stereo not drawn)
#36 O=C(O)CC(NNC(=O)c1ccccc1)C(=O)Nc1ccc([N+](=O)[O-])cc1 (stereo not drawn)
#37 CCCCN1CC(=O)N2[C@H]3c4ccccc4OC[C@@H]3[C@H](C(=O)OCC)[C@]2(C)C1=O
#38 COc1cc(C(=O)NNC(=O)C2CCCC2)cc(OC)c1OC
#39 CCOc1ccc(-c2[nH]ncc2Oc2ccccc2OC)c(O)c1
#40 CC(O)c1nc2ccccc2n1CC(=O)Nc1ccc(F)cc1Cl (stereo not drawn)

Screen / compound no.	31	32	33	34	35	36	37	38	39	40
Rpn11 block	i	i	i	i	i	i	i	i	i	i
CSN deneddyl inh	-3	-3	1	0	-4	2	4	3	-4	-11
SUMO1-SIM PPI	0	-3	-2	1	-4	-20	0	2	-2	0
NadD block	1	0	-5	-5	6	1	-4	0	3	-5
Tb MetRS inh	-0.2	0.7	-0.2	0.0	-0.7	0.1	-0.2	0.0	0.7	-0.2
Scp1 inh	-1	-10	2	-9	-1	-1	-5	-5	-15	-5
PABP1 MLLE inh	-8	5	-11	-7	-15	19	0	-5	-3	-1
LMPTP block	-1.1	-2.4	-0.6	4.9	-0.3	-0.6	0.8	-0.8	2.5	-1.0
STEP block	2	3	1	4	0	-1	0	-1	3	-4
DNMT1 block	2	8	0	-6	-20	-4	-1	0	-8	-3
